High-throughput results (PubChem BioAssay)
IDE exosite inh: displaces the probe from the exo-site of human IDE. z-score at 20 µM. 6.3% of 17,000 active. AID 1259349. purified IDE, FL-6b probe fluorescence polarization; active compounds read low. P14735;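 active = z-score of -3 or lower, meaning strong loss of probe binding signal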;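 note: His-tagged human IDE residues 42-1019 made in E. coli with 30 nM FL-6b probe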
Target sequence (P14735 42-1019 limits assumed): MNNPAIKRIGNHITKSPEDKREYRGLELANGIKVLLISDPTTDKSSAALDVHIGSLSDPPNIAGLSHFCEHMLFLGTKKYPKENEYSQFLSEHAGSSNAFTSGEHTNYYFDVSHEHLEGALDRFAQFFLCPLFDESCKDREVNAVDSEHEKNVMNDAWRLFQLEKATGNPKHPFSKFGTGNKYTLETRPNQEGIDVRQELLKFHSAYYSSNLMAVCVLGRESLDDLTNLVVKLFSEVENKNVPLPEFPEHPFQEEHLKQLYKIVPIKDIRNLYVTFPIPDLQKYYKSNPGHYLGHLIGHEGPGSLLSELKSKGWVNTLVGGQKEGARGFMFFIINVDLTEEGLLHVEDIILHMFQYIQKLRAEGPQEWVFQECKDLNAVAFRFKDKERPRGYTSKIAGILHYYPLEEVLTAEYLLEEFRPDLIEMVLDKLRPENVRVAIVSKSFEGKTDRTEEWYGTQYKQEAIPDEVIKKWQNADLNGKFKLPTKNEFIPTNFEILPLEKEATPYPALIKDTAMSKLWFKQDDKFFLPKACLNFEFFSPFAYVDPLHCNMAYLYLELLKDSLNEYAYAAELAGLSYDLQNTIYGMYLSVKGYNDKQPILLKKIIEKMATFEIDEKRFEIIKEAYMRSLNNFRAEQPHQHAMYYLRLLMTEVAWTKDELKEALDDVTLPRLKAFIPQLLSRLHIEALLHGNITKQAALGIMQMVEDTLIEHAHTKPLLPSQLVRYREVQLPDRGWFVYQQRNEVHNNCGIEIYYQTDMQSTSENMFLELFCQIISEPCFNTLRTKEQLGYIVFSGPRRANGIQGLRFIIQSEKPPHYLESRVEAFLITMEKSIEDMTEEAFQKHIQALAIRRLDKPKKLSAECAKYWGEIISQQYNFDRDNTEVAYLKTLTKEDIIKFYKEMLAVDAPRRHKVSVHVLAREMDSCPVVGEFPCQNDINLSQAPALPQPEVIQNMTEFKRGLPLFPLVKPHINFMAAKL
Starred values were filed as active, the others as inactive; & = joins results of further samples.

SMILES	IDE exosite inh
CCc1csc(N2[C@H](CO)[C@H](c3ccc(-c4ccc(F)cc4)cc3)[C@@H]2C#N)n1	0.27
Cc1ccc(S(=O)(=O)Nc2ccc3c(c2)CC(=O)N([C@H](C)CO)C[C@@H](C)[C@@H](CN(C)S(=O)(=O)c2ccccc2)O3)cc1	1.4
CCCNC(=O)N1CCC2(CC1)CN(Cc1cccc(OC)c1)[C@H](CO)c1[nH]c3cc(OC)ccc3c12	-4.6*
C[C@@H]1CN([C@@H](C)CO)C(=O)c2cc(N(C)C)ccc2O[C@@H](C)CCCCO[C@@H]1CN(C)S(=O)(=O)c1cn(C)cn1	0.59
O=C(C1CCC1)N1CC(=O)N2[C@@H](CO)[C@@H](c3ccc(Br)cc3)[C@@H]2C1	-1.8
C[C@H](CO)N1C[C@H](C)[C@@H](CN(C)C(=O)Cc2ccccn2)Oc2ncc(-c3cccc(C(=O)N(C)C)c3)cc2C1=O	-0.23
COc1ccc(C#Cc2ccc3c(c2)[C@H]2[C@H](CCN2Cc2nccs2)[C@@H](CO)N3)cc1	2.7
C[C@H]1CCCCO[C@@H](CN(C)C(=O)Nc2ccc(C(F)(F)F)cc2)[C@@H](C)CN([C@@H](C)CO)C(=O)c2cc(NS(=O)(=O)c3cn(C)cn3)ccc2O1	0.0042
O=C(Nc1ccccc1F)N1CCCCN2[C@H](CO)[C@H](c3ccc(/C=C/c4ccccc4)cc3)[C@H]2C1	-4.9*
C/C=C/c1ccc([C@@H]2[C@@H](CNC(=O)c3ccncc3)N(C(C)=O)[C@H]2CO)cc1	2.8
N#C[C@@H]1[C@@H](c2ccc(C#Cc3cccnc3)cc2)[C@@H](CO)N1C(=O)C1CCCCC1	1.8
Cc1noc(C)c1NC(=O)N1C[C@H](O)COC[C@@H]2O[C@@H](CC(=O)N[C@H]3CCN(Cc4ccccc4)C3)CC[C@H]21	-0.061
CN(C)CC#Cc1ccc([C@H]2[C@@H](CO)N3CCCCN(CC4CCOCC4)C[C@@H]23)cc1	0.65
O=C(C1CC1)N1CCCCN2[C@@H](CO)[C@H](c3ccc(-c4cccc(F)c4)cc3)[C@@H]2C1	-0.51
Cc1noc(C)c1NC(=O)N1C[C@@H](O)COC[C@H]2O[C@@H](CC(=O)NCC3CC3)CC[C@@H]21	0.61
CCCNC(=O)N1[C@@H]2CNC[C@H]1C2c1ccc(-c2ccc(C#N)cc2)cc1 (some centres not stated)	6.5
O=C(c1cccc(F)c1)N1CCCCN2[C@@H](CO)[C@@H](c3ccc(-c4cccnc4)cc3)[C@@H]2C1	3.4
CN(C)CC(=O)N1[C@@H](C#N)[C@@H](c2ccccc2-c2ccc(C(=O)N(C)C)cc2)[C@@H]1CO	-1.2
O=C(CCN1CCCCC1)NCC[C@H]1CC[C@@H](NS(=O)(=O)c2cccc(Cl)c2)[C@H](CO)O1	-0.58
CO[C@H]1CN(C)C(=O)c2cc(NC(=O)c3ccc4c(c3)OCO4)ccc2OC[C@@H](C)N(CCC(F)(F)F)C[C@H]1C	-0.22
C[C@H]1CN([C@@H](C)CO)C(=O)c2cc(NC(=O)NC3CCCCC3)ccc2O[C@@H]1CN(C)S(C)(=O)=O	-0.26
COCCNC(=O)[C@H]1[C@H](CO)[C@H]2Cn3c(ccc(-c4ccc(F)cc4)c3=O)[C@@H]1N2C(=O)NC(C)C	0.62
CN1C(=O)c2cc(NC(=O)c3ccc4c(c3)OCO4)ccc2OC[C@@H]2O[C@H](CC(=O)O)CC[C@H]21	-0.32
O=C(NCCc1ccccc1)[C@H]1[C@H](CO)[C@H]2Cn3c(ccc(-c4cccc(F)c4)c3=O)[C@@H]1N2	-0.19
CO[C@@H]1CN(C)C(=O)c2cc(NC(=O)C3CC3)ccc2OC[C@@H](C)N(Cc2cc(F)ccc2F)C[C@@H]1C	-1.2
O=C(c1ccc(F)cc1)N1CC(=O)N2[C@H](CO)[C@@H](c3ccc(-c4ccccc4)cc3)[C@H]2C1	2.4
CCC(=O)N1CC2(CN(Cc3ccc(F)cc3)C2)c2c(n(C)c3cc(OC)ccc23)[C@@H]1CO	0.21
CC(=O)N1[C@H](CN(C)S(=O)(=O)c2ccccc2)[C@H](c2ccccc2)[C@@H]1CO	1.3
COc1ccc(NC(=O)N2C[C@@H](O)COC[C@H]3O[C@H](CC(=O)NCc4ccncn4)CC[C@@H]32)cc1	-0.24
O=C(c1cccc(F)c1)N1CC(=O)N2[C@H](C1)[C@@H](c1ccc(-c3cccnc3)cc1)[C@@H]2CO	-2.7
COCC#Cc1ccc([C@H]2[C@@H](CO)N3CCCCN(Cc4cncnc4)C[C@H]23)cc1	1.9
CCCNC(=O)N1CC(=O)N2[C@H](CO)[C@H](c3ccc(C#Cc4ccc(F)cc4)cc3)[C@H]2C1	4.8
O=C(c1ccncc1)N1CCCCN2[C@H](CO)[C@@H](c3ccc(C#Cc4ccccn4)cc3)[C@@H]2C1	-1.9
CN(C)CC#Cc1ccc([C@H]2[C@H](CO)N3CCCCN(C(=O)Nc4ccccc4F)C[C@@H]23)cc1	3.9
O=C(C[C@H]1CC[C@@H]2[C@H](COC[C@H](O)CN2C(=O)c2cnccn2)O1)NCc1ccc(Cl)cc1	0.65
CN1C(=O)c2cc(NC(=O)C3CCOCC3)ccc2OC[C@H]2O[C@@H](CC(=O)NCC3CCCCC3)CC[C@@H]21	-0.5
COc1ccc2c3c(n(C)c2c1)[C@H](CO)N(C(=O)C1CCOCC1)CC31CCN(C(=O)c2ccncc2)CC1	-0.19
COc1cccc(-c2cn(CC[C@@H]3CC[C@@H](NS(=O)(=O)c4ccccc4Cl)[C@H](CO)O3)nn2)c1	0.94
CO[C@@H]1CN(C)C(=O)c2ccc(NC(=O)C3CC3)cc2OC[C@H](C)N(C(C)=O)C[C@@H]1C	0.11
COc1cccc(-c2ccc([C@H]3[C@@H](CO)N(C(=O)Cc4ccccc4)[C@H]3C#N)cc2)c1	-2.7
O=C(Nc1nccs1)[C@H]1[C@H](CO)[C@H]2Cn3c(ccc(-c4cncnc4)c3=O)[C@H]2N1CC1CCCC1	-0.53
COc1cccc(-c2ccc(C3[C@@H]4CN(C(=O)Nc5ccc(F)cc5)C[C@H]3N4)cc2)c1 (some centres not stated)	-1.8
CCCNC(=O)N1[C@H](C#N)[C@@H](c2ccc(C3=CCCCC3)cc2)[C@@H]1CO	1.3
CCCC#Cc1ccc2c(c1)O[C@@H](CN(C)Cc1ccccn1)[C@@H](C)CN([C@@H](C)CO)S2(=O)=O	-0.32
COc1cccc(C(=O)Nc2ccc3c(c2)OC[C@@H](C)N(CCc2ccccc2)C[C@H](C)[C@@H](OC)CN(C)C3=O)c1	1.1
COc1cccc(-c2ccc([C@H]3[C@@H](CO)N4CCCCN(S(=O)(=O)c5cn(C)cn5)C[C@@H]34)cc2)c1	0.93
CN(C)CC#Cc1ccc([C@@H]2[C@@H](CO)N3CCCCN(C(=O)c4ccc5c(c4)OCO5)C[C@H]23)cc1	0.23
O=C(C[C@@H]1C=C[C@H](NC(=O)Cc2ccccn2)[C@@H](CO)O1)NCCc1ccncc1	-0.63
C[C@@H]1CN([C@@H](C)CO)C(=O)c2cccc(NC(=O)Nc3ccc(F)cc3)c2O[C@@H]1CN(C)S(=O)(=O)c1ccc(Cl)cc1	-1.1
O=C(C[C@@H]1CC[C@@H]2[C@H](COC[C@H](O)CN2Cc2nccs2)O1)NCc1ccccc1Cl	-0.59
O=C(C1CCOCC1)N1[C@@H](CO)[C@H](c2ccccc2)C12CN(CCC(F)(F)F)C2	0.43
CCS(=O)(=O)Nc1ccc2c(c1)C(=O)N(C)C[C@@H](OC)[C@@H](C)CN(CC1CCCCC1)[C@@H](C)CO2	-0.36
C[C@H]1CN([C@@H](C)CO)S(=O)(=O)c2ccc(Br)cc2O[C@H]1CN(C)C(=O)Nc1ccccc1F	1.1
CN1c2ccc(-c3ccccc3)cc2[C@@H]2[C@@H](CCN2C(=O)NC2CCCCC2)[C@@H]1CO	-0.53
COCC#Cc1ccc([C@H]2[C@@H](CO)N3C(=O)CN(C(=O)Nc4ccccc4F)C[C@H]23)cc1	1.5
C/C=C/c1ccccc1[C@@H]1[C@H](C#N)N(c2nc(CC)cs2)[C@H]1CO	1
CCN1Cc2cc(C(=O)Nc3nccs3)nc(-c3cccc(C4=CCCC4)c3)c2[C@H]1CCO	0.62
CO[C@@H]1CC[C@H]2CCOc3c(C#N)cccc3C(=O)N(C)CCCC(=O)N(C)C[C@H]1O2	0.037
CC(=O)N(C[C@@H]1N[C@@H](CO)[C@@H]1c1ccc(-c2cccnc2)cc1)C1CCCC1	3.1
COCC(=O)N1CCC2(CC1)CN(Cc1ccccc1Cl)[C@H](CO)c1[nH]c3cc(OC)ccc3c12	-1.8
Other results
SMILES	IDE exosite inh
COc1cccc(-c2ccc([C@H]3[C@@H](CO)N4C(=O)CN(C(=O)NC(C)C)C[C@@H]34)cc2)c1	-5.4*
O=S(=O)(c1ccc(F)cc1)N1CCCCN2[C@@H](CO)[C@H](c3ccc(C#CC4CC4)cc3)[C@@H]2C1	-0.34
C[C@H]1CN([C@@H](C)CO)C(=O)CCCn2nncc2CO[C@@H]1CN(C)C(=O)c1ccc2ccn(C)c2c1	-0.14
COc1cccc(-c2ccc(C3[C@H]4CNC[C@@H]3N4Cc3cncnc3)cc2)c1 (some centres not stated)	1.9
COc1cccc(NC(=O)N2CC(=O)N3[C@H](CO)[C@@H](c4ccc(C#CC5CCCCC5)cc4)[C@H]3C2)c1	2.8
O=S(=O)(c1ccccc1)N1C[C@@H]2N[C@H](C1)C2c1ccc(-c2cccnc2)cc1 (some centres not stated)	2.9&2.7
CN(C)CC(=O)N[C@@H]1CC[C@@H](CCNC(=O)C2CCC2)O[C@@H]1CO	-0.054
COc1cccc(CN2CC3(C2)[C@H](c2ccccc2)[C@@H](CO)N3Cc2ccccc2OC)c1	-0.39
COc1ccc2c3c([nH]c2c1)[C@H](CO)N(S(C)(=O)=O)CC31CN(C(=O)Cc2cccnc2)C1	0.26
CN(C)CC#Cc1ccc([C@H]2[C@H](CO)N3CCCCN(C(=O)Nc4cc(F)ccc4F)C[C@@H]23)cc1	2.4
O=C(Nc1cc(F)ccc1F)N1CC(=O)N2[C@H](C1)[C@H](c1ccc(-c3cccc(F)c3)cc1)[C@@H]2CO	-0.13
COc1cccc(-c2ccc3n(c2=O)C[C@@H]2N[C@H]3[C@H](C(=O)N3CCCCC3)[C@H]2CO)c1	-0.054
C/C=C/c1ccc([C@@H]2[C@@H](CO)N3C(=O)CN(C(=O)c4ccccc4)C[C@H]23)cc1	0.25
COc1ccccc1-c1ccc([C@@H]2[C@@H](C#N)N(C(=O)C3CCCCC3)[C@@H]2CO)cc1	-14*
C/C=C/c1ccc([C@@H]2[C@@H](CO)N3CCCCN(C(=O)Nc4ccc(F)cc4)C[C@H]23)cc1	0.57
COc1cccc(C#Cc2ccc([C@@H]3[C@@H](C#N)N(C(=O)c4ccccn4)[C@@H]3CO)cc2)c1	-1.3
O=C(CC1CC1)N1CC(=O)N2[C@H](CO)[C@@H](c3ccc(C#Cc4ccc(F)cc4)cc3)[C@H]2C1	0.27
C[C@@H](NC(=O)C[C@H]1CC[C@H]2[C@@H](COc3ccc(NS(=O)(=O)c4ccc(Cl)cc4)cc3C(=O)N2C)O1)c1ccccc1	0.27
CCS(=O)(=O)N1CCCCN2[C@H](CO)[C@@H](c3ccc(C#Cc4ccccn4)cc3)[C@@H]2C1	-0.47
O=S(=O)(Cc1ccccc1)N1CCCCN2[C@@H](CO)[C@@H](c3ccc(-c4cccnc4)cc3)[C@@H]2C1	-0.78
O=C(CN1CCOCC1)N1CCCCN2[C@@H](CO)[C@H](c3ccc(C#Cc4ccccc4F)cc3)[C@@H]2C1	-9*
CO[C@H]1CN(C)C(=O)c2cc(NS(=O)(=O)c3cn(C)cn3)ccc2OC[C@@H](C)NC[C@H]1C	0.62
O=C(C[C@@H]1CC[C@@H]2[C@H](COC[C@H](O)CN2C(=O)c2cnccn2)O1)N1CCN(c2ccccc2)CC1	-0.83
CCC(=O)N1CC[C@@H]2[C@@H](CO)N(C)c3ccc(-c4ccc(C#N)cc4)cc3[C@@H]21	2
O=C(c1ccccn1)N1C[C@@H]2[C@H](c3ccccc31)[C@@H](CO)N2C(=O)Nc1ccccc1Cl	2.9
O=C(c1ccccc1F)N1CC(=O)N2[C@@H](CO)[C@H](c3ccc(C#Cc4ccccc4)cc3)[C@@H]2C1	-3.5*
CCC(=O)N1[C@H](CO)[C@@H](c2ccc(-c3cccc(OC)c3)cc2)C12CN(C(C)=O)C2	-1.2

Four entries from above in another layout.
C[C@@H]1CN([C@@H](C)CO)C(=O)c2cccc(NC(=O)Nc3ccc(F)cc3)c2O[C@@H]1CN(C)S(=O)(=O)c1ccc(Cl)cc1
- IDE exosite inh: -1.1
O=C(C[C@@H]1CC[C@@H]2[C@H](COC[C@H](O)CN2Cc2nccs2)O1)NCc1ccccc1Cl
- IDE exosite inh: -0.59
O=C(C1CCOCC1)N1[C@@H](CO)[C@H](c2ccccc2)C12CN(CCC(F)(F)F)C2
- IDE exosite inh: 0.43
CCS(=O)(=O)Nc1ccc2c(c1)C(=O)N(C)C[C@@H](OC)[C@@H](C)CN(CC1CCCCC1)[C@@H](C)CO2
- IDE exosite inh: -0.36

In another format: 3 of the compounds above
| Structure | IDE exosite inh |
| --- | --- |
| CCC(=O)N1CC[C@@H]2[C@@H](CO)N(C)c3ccc(-c4ccc(C#N)cc4)cc3[C@@H]21 | 2 |
| CCC(=O)N1[C@H](CO)[C@@H](c2ccc(-c3cccc(OC)c3)cc2)C12CN(C(C)=O)C2 | -1.2 |
| O=C(CC1CC1)N1CC(=O)N2[C@H](CO)[C@@H](c3ccc(C#Cc4ccc(F)cc4)cc3)[C@H]2C1 | 0.27 |

Not all compounds are listed (hit frequency here may not be typical).
